RGS8-Gao: human RGS8-Galphao interaction regulation. P09471. multiplexed bead flow cytometry, RGS8-Galphao binding; actives lie on both sides. response (percent of control binding), % at 10 µM. 0.34% of 220,000 active; in the data active = response below about 60% or above about 140%; inactive = in between;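 note: Galphao activated as the GDP aluminium fluoride complex binding bead-coupled RGS8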
Bcl-B Bim block: disrupts Bim peptide binding to human Bcl-B | bead-based flow cytometry | inhibition, % at 10 µM | 0.073% of 190,000 active | AID 951;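 note: 0% = tracer peptide without compound and 100% = reference inhibitor peptide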
Bcl-2 Bim block: human Bim-Bcl-2 interaction inhibition. P10415. Bead-based flow cytometry, Bim peptide-Bcl-2 binding. inhibition, % at 10 µM. 0.06% of 190,000 active; in the data active = inhibition above about 40%; inconclusive = no clear call, values can overlap the other calls;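 note: 0% = no compound wells with probe peptide and 100% = reference peptide inhibitor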
ABCG2 inh: inhibitors of human ABCG2 transporter, ABCB1 counter-screen. Q9UNQ0. IgMXP3 cells, JC-1 efflux, flow cytometry. inhibition, % at 6.6 µM. 0.1% of 190,000 active. AID 1325;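 active = inhibition above 80%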;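 note: 0% = DMSO and 100% = nicardipine control wells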
Target sequence (Q9UNQ0 whole entry, looked up): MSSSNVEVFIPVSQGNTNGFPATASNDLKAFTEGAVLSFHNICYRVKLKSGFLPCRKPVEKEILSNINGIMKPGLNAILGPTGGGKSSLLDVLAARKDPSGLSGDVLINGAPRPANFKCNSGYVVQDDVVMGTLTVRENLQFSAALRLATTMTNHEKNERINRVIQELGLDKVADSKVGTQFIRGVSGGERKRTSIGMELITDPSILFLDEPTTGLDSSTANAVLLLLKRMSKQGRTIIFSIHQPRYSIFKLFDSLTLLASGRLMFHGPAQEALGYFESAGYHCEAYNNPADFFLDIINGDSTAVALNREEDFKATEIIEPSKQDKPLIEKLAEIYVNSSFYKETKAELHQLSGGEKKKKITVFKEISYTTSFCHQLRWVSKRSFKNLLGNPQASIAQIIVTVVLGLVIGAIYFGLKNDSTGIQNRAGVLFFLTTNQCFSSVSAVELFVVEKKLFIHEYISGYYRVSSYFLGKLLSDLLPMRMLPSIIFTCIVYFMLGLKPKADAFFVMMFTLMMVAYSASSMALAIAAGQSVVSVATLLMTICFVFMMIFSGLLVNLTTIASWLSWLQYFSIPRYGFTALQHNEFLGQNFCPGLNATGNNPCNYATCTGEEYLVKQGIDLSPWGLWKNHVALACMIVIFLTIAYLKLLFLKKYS
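Times: 10 min at 25 °C | Test system: Two drug-resistant human cell lines, ABCG2 and ABCB1 | Quantity: 3 million cells/mL final, two lines in 1:1 ratio | Signal: Flow cytometry, 530 nm JC-1 signal | Dosing: Compound at 6.6 µM | Controls: Nicardipine and DMSO wells | Reagent: JC-1 as fluorescent efflux pump substrate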
RGS4-Gao reg: human RGS4-Galphao interaction regulation | P09471 | Multiplexed bead flow cytometry, RGS4-Galphao binding; actives lie on both sides | binding response (% of control), % at 10 µM | 0.33% of 220,000 active; in the data active = binding response below about 49% or above about 150%; inactive = in between;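 note: fluorescent Galphao activated with aluminum fluoride binding bead-coupled RGS4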
GSH fluor: GSH bead compound fluorescence profile. 0.25% of 190,000 active. GSH beads flow cytometry, compound fluorescence 488/530 nm; hits give high values. fluorescence (KMESF) at 10 µM; in the data active = fluorescence above about 89;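 note: glutathione beads carrying GST-tagged Bcl family fusion proteins plus one bare bead set; values are compound well signal with DMSO vehicle wells as background; inactives centre near 16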
Bfl-1 Bim block: inhibitors of Bim-Bfl-1 interaction, human; Q16548; Bead-based flow cytometry, Bim-Bfl-1 binding inhibition; inhibition, % at 10 µM; 0.12% of 190,000 active; AID 1008;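 note: 0% = wells without compound plus tracer and 100% = blocker peptide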
Bcl-W Bim block: human Bim-Bcl-W interaction inhibition; Q92843; bead-based flow cytometry, Bim peptide-Bcl-W binding; AID 952; 0.02% of 190,000 active; inhibition, % at 10 µM;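 note: 0% = bound tracer without compound and 100% = peptide blocker; higher means less fluorescent Bim peptide bound to Bcl-W beads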
Target sequence (Q92843 whole entry, looked up): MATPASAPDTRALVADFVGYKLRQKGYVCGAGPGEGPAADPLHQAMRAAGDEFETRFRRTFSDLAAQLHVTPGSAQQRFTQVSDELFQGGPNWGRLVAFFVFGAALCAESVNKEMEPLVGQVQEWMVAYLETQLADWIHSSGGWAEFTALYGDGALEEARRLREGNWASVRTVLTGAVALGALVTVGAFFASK
Bcl-XL Bim block: disrupts Bim peptide binding to human Bcl-XL. 0.04% of 190,000 active. AID 1007. inhibition, % at 10 µM. bead flow cytometry, fluorescence
Target sequence (Q07817 whole entry, looked up): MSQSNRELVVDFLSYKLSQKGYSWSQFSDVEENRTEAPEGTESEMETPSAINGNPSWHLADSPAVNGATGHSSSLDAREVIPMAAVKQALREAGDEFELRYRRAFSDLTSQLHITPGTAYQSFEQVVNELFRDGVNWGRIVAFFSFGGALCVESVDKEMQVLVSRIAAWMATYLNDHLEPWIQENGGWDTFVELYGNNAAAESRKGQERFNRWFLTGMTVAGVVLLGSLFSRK
ABCB1 inh: human ABCB1 inhibition, ABCG2 as counter-screen; P08183; CCRF-Adr cells, JC-1 efflux, flow cytometry; inhibition, % at 6.6 µM; 0.067% of 190,000 active; AID 1326; in the data active = inhibition above about 40%;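 note: 0% = vehicle and 100% = reference inhibitor; higher value means more JC-1 retained so stronger ABCB1 efflux block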
RGS7-Gao: modulates binding of RGS7 to human Galphao; binding response (% of control), % at 10 µM; P09471; Multiplexed bead flow cytometry; actives lie on both sides; 0.35% of 220,000 active; in the data active = binding response below about 49% or above about 150%; inconclusive = no clear call, values can overlap the other calls; inactive = in between;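 note: fluorescent Galphao held in activated GDP-AlF4 state binding bead-coupled RGS7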
* marks the source's active call; other numbers are inactive results. Cut-off read from the data, not from the text of the source, unless noted: active = inhibition above about 40%.

For COc1cccc(-n2c(Cc3cc(=O)[nH]c(=O)[nH]3)nnc2SCC(=O)NC2CCCCC2)c1 the results were RGS8-Gao 100.2, Bcl-B Bim block -6.0, Bcl-2 Bim block -7.0, ABCG2 inh 2.0, RGS4-Gao reg 102.0, GSH fluor 13, Bfl-1 Bim block -13.0, Bcl-W Bim block -1.0, Bcl-XL Bim block -3.0, ABCB1 inh 0.5 and RGS7-Gao 101.8.
`CCCC(=O)c1ccc(N2CCCCC2)c(F)c1` gave RGS8-Gao 97.3, Bcl-B Bim block -4.0, Bcl-2 Bim block 0.0, ABCG2 inh 3.1, RGS4-Gao reg 93.2, GSH fluor 19, Bfl-1 Bim block 0.0, Bcl-W Bim block 0.0, Bcl-XL Bim block -2.0, ABCB1 inh 0.0 and RGS7-Gao 103.5.
CN(C)CCCN(C(=O)CCc1ccccc1)c1nc2c(F)cccc2s1 was read as RGS8-Gao 98.2, Bcl-B Bim block -2.0, Bcl-2 Bim block 5.0, ABCG2 inh 1.9, RGS4-Gao reg 106.8, GSH fluor 6, Bfl-1 Bim block 3.0, Bcl-W Bim block 0.0, Bcl-XL Bim block -1.0, ABCB1 inh 1.1 and RGS7-Gao 104.2.
`COc1cccc(N2CCN(C(=S)Nc3cccc(C)c3)CC2)c1` gave RGS8-Gao 106.8, Bcl-B Bim block -3.0, Bcl-2 Bim block -1.0, ABCG2 inh 8.6, RGS4-Gao reg 109.0, GSH fluor 12, Bfl-1 Bim block -7.0, Bcl-W Bim block 1.0, Bcl-XL Bim block -1.0, ABCB1 inh 0.5 and RGS7-Gao 104.5.
COc1ccc(C)cc1NC(=O)CN(Cc1nnc(-c2ccc(Cl)cc2)o1)C1CCCC1 was read as RGS8-Gao 102.0, Bcl-B Bim block -5.0, Bcl-2 Bim block -6.0, ABCG2 inh 5.3, RGS4-Gao reg 104.0, GSH fluor 14, Bfl-1 Bim block -4.0, Bcl-W Bim block -2.0, Bcl-XL Bim block -5.0, ABCB1 inh 3.7 and RGS7-Gao 99.1.
`O=c1nc2c(O)cccn2c2c1c(=O)[nH]c1ccccc12` gave RGS8-Gao 87.6, Bcl-B Bim block 4.0, Bcl-2 Bim block 24.0, ABCG2 inh -8.9, RGS4-Gao reg 96.1, GSH fluor 5, Bfl-1 Bim block 36.0, Bcl-W Bim block 32.0, Bcl-XL Bim block 47.0*, ABCB1 inh -1.7 and RGS7-Gao 90.1.
Screening O=c1c2sccc2nc(SCc2cc(=O)n3ccccc3n2)n1Cc1ccccn1 returned RGS8-Gao 97.4, Bcl-B Bim block -3.0, Bcl-2 Bim block -1.0, ABCG2 inh 13.9, RGS4-Gao reg 97.8, GSH fluor 11, Bfl-1 Bim block -3.0, Bcl-W Bim block 1.0, Bcl-XL Bim block -1.0, ABCB1 inh -0.6 and RGS7-Gao 99.0.
`O=c1nc2ccccc2c(NS(=O)(=O)c2ccc(Cl)cc2)n1-c1ccccc1` gave RGS8-Gao 101.9, Bcl-B Bim block -5.0, Bcl-2 Bim block -3.0, ABCG2 inh 2.9, RGS4-Gao reg 99.9, GSH fluor 8, Bfl-1 Bim block -8.0, Bcl-W Bim block 3.0, Bcl-XL Bim block 0.0, ABCB1 inh 0.1 and RGS7-Gao 101.7.
`COc1ccccc1NC(=O)c1cc2ccccc2nc1C` gave RGS8-Gao 99.2, Bcl-B Bim block 0.0, Bcl-2 Bim block 0.0, ABCG2 inh 1.9, RGS4-Gao reg 100.3, GSH fluor 12, Bfl-1 Bim block -3.0, Bcl-W Bim block 0.0, Bcl-XL Bim block -1.0, ABCB1 inh 0.2 and RGS7-Gao inconclusive.
For S=c1[nH]nc(-c2ccco2)n1/N=C/c1ccc(Cl)cc1 the results were RGS8-Gao 99.7, Bcl-B Bim block 6.0, Bcl-2 Bim block 0.0, ABCG2 inh -2.2, RGS4-Gao reg 98.9, GSH fluor 18, Bfl-1 Bim block 1.0, Bcl-W Bim block 0.0, Bcl-XL Bim block -1.0, ABCB1 inh -0.5 and RGS7-Gao 101.1.
CCOc1ccccc1N(CC(=O)N/N=C/c1cc(Br)ccc1OC)S(C)(=O)=O was read as RGS8-Gao 101.6, Bcl-B Bim block -13.0, Bcl-2 Bim block 0.0, ABCG2 inh 14.0, RGS4-Gao reg 98.0, GSH fluor 10, Bfl-1 Bim block 2.0, Bcl-W Bim block -2.0, Bcl-XL Bim block -4.0, ABCB1 inh 1.9 and RGS7-Gao 100.7.
Screening CCCCNS(=O)(=O)c1ccc2nc(-c3cccnc3)cc(C(=O)NCCCN(CC)CC)c2c1 returned RGS8-Gao 100.4, Bcl-B Bim block 0.0, Bcl-2 Bim block 0.0, ABCG2 inh 7.9, RGS4-Gao reg 102.8, GSH fluor 11, Bfl-1 Bim block 3.0, Bcl-W Bim block -1.0, Bcl-XL Bim block 0.0, ABCB1 inh 0.8 and RGS7-Gao inconclusive.
Screening CC(=O)N1c2ccc(S(=O)(=O)CCC(=O)O)cc2CC1C (stereo not drawn) returned RGS8-Gao 97.1, Bcl-B Bim block -3.0, Bcl-2 Bim block -2.0, ABCG2 inh 2.3, RGS4-Gao reg 91.4, GSH fluor 24, Bfl-1 Bim block -2.0, Bcl-W Bim block 0.0, Bcl-XL Bim block 0.0, ABCB1 inh 0.8 and RGS7-Gao 91.7.
`CC(C)(C)c1ccc(COn2c(=O)c(-c3ccco3)[n+]([O-])c3ccccc32)cc1` gave RGS8-Gao 106.7, Bcl-B Bim block 2.0, Bcl-2 Bim block 8.0, ABCG2 inh 0.0, RGS4-Gao reg 103.7, GSH fluor 12, Bfl-1 Bim block 19.0, Bcl-W Bim block 6.0, Bcl-XL Bim block -1.0, ABCB1 inh -0.2 and RGS7-Gao 103.6.
COc1ccccc1NC(=O)CSc1ncn[nH]1 was read as RGS8-Gao 98.7, Bcl-B Bim block 0.0, Bcl-2 Bim block 0.0, ABCG2 inh 0.6, RGS4-Gao reg 100.8, GSH fluor 13, Bfl-1 Bim block 0.0, Bcl-W Bim block -1.0, Bcl-XL Bim block 0.0, ABCB1 inh 0.1 and RGS7-Gao 98.4.
For Cc1nc2ccc([N+](=O)[O-])cc2nc1C the results were RGS8-Gao 105.3, Bcl-B Bim block -1.0, Bcl-2 Bim block 2.0, ABCG2 inh 10.7, RGS4-Gao reg 103.7, GSH fluor 11, Bfl-1 Bim block -1.0, Bcl-W Bim block 0.0, Bcl-XL Bim block -1.0, ABCB1 inh -0.1 and RGS7-Gao 101.8.
Screening CCCCNC(=O)Nc1nc2ccccc2s1 returned RGS8-Gao 101.2, Bcl-B Bim block -1.0, Bcl-2 Bim block 0.0, ABCG2 inh 11.7, RGS4-Gao reg 99.3, GSH fluor 12, Bfl-1 Bim block -3.0, Bcl-W Bim block -1.0, Bcl-XL Bim block 0.0, ABCB1 inh 0.2 and RGS7-Gao inconclusive.
O=C(Oc1ccc2cccc(OC(=O)N3CCOCC3)c2c1)N1CCOCC1 was read as RGS8-Gao 102.7, Bcl-B Bim block -7.0, Bcl-2 Bim block -5.0, ABCG2 inh 1.6, RGS4-Gao reg 101.2, GSH fluor 48, Bfl-1 Bim block -10.0, Bcl-W Bim block 5.0, Bcl-XL Bim block -3.0, ABCB1 inh 0.4 and RGS7-Gao 99.8.
`CCC(C)n1nccc1NC(=O)C(C)Cl` (stereo not drawn) gave RGS8-Gao 95.8, Bcl-B Bim block -2.0, Bcl-2 Bim block 2.0, ABCG2 inh 7.0, RGS4-Gao reg 100.0, GSH fluor 23, Bfl-1 Bim block 0.0, Bcl-W Bim block -1.0, Bcl-XL Bim block -1.0, ABCB1 inh 1.8 and RGS7-Gao 97.7.
For N#CC1=C(N)Oc2n[nH]c(-c3ccccc3)c2C12C(=O)Nc1ccccc12 (stereo not drawn) the results were RGS8-Gao 101.6, Bcl-B Bim block -3.0, Bcl-2 Bim block -5.0, ABCG2 inh 1.9, RGS4-Gao reg 102.6, GSH fluor 33, Bfl-1 Bim block -7.0, Bcl-W Bim block 0.0, Bcl-XL Bim block -1.0, ABCB1 inh 1.4 and RGS7-Gao 102.4.
Screening CCCCN1C(=O)C(NC(C)=O)c2ccccc21 (stereo not drawn) returned RGS8-Gao 98.1, Bcl-B Bim block 2.0, Bcl-2 Bim block -2.0, ABCG2 inh 1.0, RGS4-Gao reg 100.7, GSH fluor 10, Bfl-1 Bim block 0.0, Bcl-W Bim block -1.0, Bcl-XL Bim block -3.0, ABCB1 inh 0.2 and RGS7-Gao 100.5.
`COc1ccc(S(=O)(=O)Nc2c(F)cccc2F)cc1` gave RGS8-Gao 98.7, Bcl-B Bim block -5.0, Bcl-2 Bim block 0.0, ABCG2 inh 0.2, RGS4-Gao reg 96.0, GSH fluor 17, Bfl-1 Bim block -5.0, Bcl-W Bim block -1.0, Bcl-XL Bim block 0.0, ABCB1 inh 0.0 and RGS7-Gao 93.5.
For O=C(NCc1ccco1)c1cccs1 the results were RGS8-Gao 103.7, Bcl-B Bim block -8.0, Bcl-2 Bim block -9.0, ABCG2 inh 0.4, RGS4-Gao reg 103.7, GSH fluor 13, Bfl-1 Bim block -11.0, Bcl-W Bim block 1.0, Bcl-XL Bim block -3.0, ABCB1 inh -0.1 and RGS7-Gao 103.6.
Cc1ccc(S(=O)(=O)N2CCC(C(=O)N3CCC(C(=O)NCc4cccnc4)CC3)CC2)cc1 was read as RGS8-Gao 101.5, Bcl-B Bim block -8.0, Bcl-2 Bim block -8.0, ABCG2 inh -1.9, RGS4-Gao reg 103.3, GSH fluor 25, Bfl-1 Bim block -12.0, Bcl-W Bim block -2.0, Bcl-XL Bim block -6.0, ABCB1 inh 0.0 and RGS7-Gao 104.7.
For O=C(c1ccco1)N1CCN=C1SCc1ccccc1Cl the results were RGS8-Gao 101.6, Bcl-B Bim block -3.0, Bcl-2 Bim block -5.0, ABCG2 inh -4.5, RGS4-Gao reg 100.7, GSH fluor 21, Bfl-1 Bim block -11.0, Bcl-W Bim block 1.0, Bcl-XL Bim block -6.0, ABCB1 inh -2.2 and RGS7-Gao 96.7.
For C=CCc1c(C)nc(-c2ccccc2)nc1Nc1ccccc1O the results were RGS8-Gao 98.9, Bcl-B Bim block -8.0, Bcl-2 Bim block -9.0, ABCG2 inh -1.8, RGS4-Gao reg 94.3, GSH fluor 12, Bfl-1 Bim block -13.0, Bcl-W Bim block -3.0, Bcl-XL Bim block -6.0, ABCB1 inh 1.3 and RGS7-Gao 96.7.
Screening COc1ccccc1CNC(=O)COC(=O)Cn1cnc2ccccc21 returned RGS8-Gao 99.9, Bcl-B Bim block -5.0, Bcl-2 Bim block -1.0, ABCG2 inh -0.6, RGS4-Gao reg 102.1, GSH fluor 27, Bfl-1 Bim block -4.0, Bcl-W Bim block -3.0, Bcl-XL Bim block -1.0, ABCB1 inh 0.2 and RGS7-Gao 99.9.
Screening CCCc1nnc(NC(=O)CCC(=O)Nc2ccc(F)cc2)s1 returned RGS8-Gao 101.3, Bcl-B Bim block -2.0, Bcl-2 Bim block 0.0, ABCG2 inh 1.3, RGS4-Gao reg 100.0, GSH fluor 21, Bfl-1 Bim block 1.0, Bcl-W Bim block 1.0, Bcl-XL Bim block 0.0, ABCB1 inh 0.1 and RGS7-Gao 100.8.
